S-ASM inh – blocks human secretory acid sphingomyelinase; placental ASM, HMU-PC fluorogenic substrate, 60 min; Potency, µM (top dose mostly 57.5 µM), for the others: top-dose activity change, negative = inhibition, usual class: inhibitors; 340,000 tested, 0.006% active; AID 504937; note: potency is the fitted concentration of half-maximal effect
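HMU-PC0 cleavage (9 uM final) by human placental ASM, 60 min at 37 °C following 10 min compound exposure at RT; stopped at pH 10, fluorescence Ex 386/Em 447 nm.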
TSG101-PTAP inh – blocks PTAP/TSG101 interaction to inhibit HIV-1 budding; Fluorescence polarization, FITC-PTAP peptide / Tsg101 binding; 340,000 tested, under 10 active; AID 493005; Q99816; Potency, µM (titrated, usually from 115 µM), without a hit: top-dose activity change, negative = inhibition, most hits filed as inhibitors; active = well fitted inhibition curve with a large enough effect in the main read-out, with a control signal flat, not every such curve was filed as active; inconclusive = small, poorly fitted or top-dose-only effect, or effect the other way, or a change in a side signal; inactive = no such curve, though single readings can be large or run the other way; note: potency is the fitted concentration of half-maximal effect; % of control where 0% means no effect
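Compounds were pin-transferred onto Tsg101 binding domain (10 uM final) in HEPES pH 7.5 buffer, then FITC-PTAP peptide was added at 50 nM final. After 20 min at RT, polarization reported peptide displacement across a qHTS concentration series.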
BCR signal inh – chronic active BCR signaling inhibition; ABC-DLBCL IkBa-CBG/CBR reporter, luminescence ratio, 4 h; 340,000 tested, 0.05% active; Potency, µM (highest dose often 46.1 µM), for inactives: at the top dose ratio change, negative = lower green/red ratio, most hits filed as inhibitors; AID 493014; active = well fitted inhibition curve with a large enough effect in the signal ratio, with a control signal flat, not every such curve was filed as active; inconclusive = small, poorly fitted or top-dose-only effect, or effect the other way, or a change in a side signal; the % refers to the signal ratio;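 note: potency is the fitted concentration of half-maximal effect; plate controls were basal doxycycline-induced cells for no effect and cells given 10 µM MG132 for full effect; MG132 reads +100%, hits lower the ratio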
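Concentration-response series (up to 46 uM) were applied to TMD8 dual-reporter cells for 4 h at 37C with doxycycline. Green/red ratio, after filter-overlap correction, defined %Activity; red signal alone was normalised to basal cells and zero luminescence.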
TSHR antag – antagonists of human thyroid stimulating hormone receptor | TSHR-expressing cells, TSH-stimulated cAMP HTRF, 2 h; active compounds read low | activity change, negative = inhibition, % at 11.5 µM | 330,000 tested, 0.2% active | AID 504810;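 active = activity change below a set negative limit, meaning inhibition stronger than a set level, cut at about -70% in these data; inconclusive = activity change between two set negative limits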; note: % is set by controls: 0 for no effect and ±100 for the full control effect
Target sequence (P16473 whole entry, looked up): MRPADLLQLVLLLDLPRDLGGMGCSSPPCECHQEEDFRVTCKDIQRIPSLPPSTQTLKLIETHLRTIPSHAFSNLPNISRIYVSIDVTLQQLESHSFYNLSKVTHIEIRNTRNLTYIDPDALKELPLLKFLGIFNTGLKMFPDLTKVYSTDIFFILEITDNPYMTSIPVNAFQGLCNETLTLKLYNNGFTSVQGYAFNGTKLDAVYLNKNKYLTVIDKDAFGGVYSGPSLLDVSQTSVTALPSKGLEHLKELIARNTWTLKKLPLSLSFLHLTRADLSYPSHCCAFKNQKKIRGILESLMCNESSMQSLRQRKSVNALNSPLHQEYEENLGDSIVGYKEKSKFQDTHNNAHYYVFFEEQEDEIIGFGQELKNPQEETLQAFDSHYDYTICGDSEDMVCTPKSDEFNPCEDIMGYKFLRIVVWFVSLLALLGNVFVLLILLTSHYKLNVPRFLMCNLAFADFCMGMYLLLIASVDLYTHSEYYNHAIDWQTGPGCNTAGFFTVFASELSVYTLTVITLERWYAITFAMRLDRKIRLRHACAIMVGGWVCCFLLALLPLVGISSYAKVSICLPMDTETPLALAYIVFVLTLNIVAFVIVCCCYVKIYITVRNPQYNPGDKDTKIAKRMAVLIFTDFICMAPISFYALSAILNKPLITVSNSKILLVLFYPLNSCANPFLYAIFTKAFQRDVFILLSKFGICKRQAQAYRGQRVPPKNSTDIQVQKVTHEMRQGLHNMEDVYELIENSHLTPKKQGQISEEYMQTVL
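TSHR-expressing cells, 200/well, pre-treated with compound, then stimulated with EC80 TSH (4nM final) for 2 hours at 37 deg C. cAMP measured by competitive HTRF: anti-cAMP cryptate antibody in lysis buffer plus cAMP-d2, read after 30 minutes at room temperature.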
Integrin act MD – integrin-mediated muscular dystrophy alleviation activation | Potency, µM (doses to about 38.3 µM), for the others: at the highest dose activation, usual class: activators | 350,000 tested, 0.064% active | alpha7betagal myoblasts, beta-gal FDG fluorescence, 48 h | AID 624291;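 note: potency is the fitted concentration of half-maximal effect; 100% = response of the positive control SU9516; nearly all actives have a fitted effect of over 60% in size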
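Alpha7betagal+/- myoblasts (passage 13) were plated 16-24 hr, then exposed to compounds (1:260 dilution of DMSO stock) for 48 hours at 37C. After MPER lysis, β-galactosidase reporter activity was read as FDG fluorescence (ex 480/em 540) after 30 minutes.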
TCR activator – activates T cell receptor signaling; Potency, µM (titrated, usually from 9.22 µM), without a hit: top-dose activation of IL-2 secretion, most hits filed as activators; AID 504894; 330,000 tested, under 10 active; primary human leukocytes, anti-CD3, IL-2 HTRF, 48 h; note: % of control where 0% means no effect
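48 hr co-incubation of compounds, a-CD3 beads and primary human leukocytes; IL-2 quantified homogeneously by HTRF with anti-IL-2 K and d2 conjugates.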
Tb PFK block – inhibitors of T. brucei phosphofructokinase; O15648; T. brucei PFK, ADP-Glo luminescence; Potency, µM (top dose mostly 57.5 µM), inactives show at the top dose activity, negative = inhibition, actives largely listed as inhibitors; 330,000 tested, 0.17% active; AID 485367;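 note: potency is the fitted concentration of half-maximal effect; 0% = uninhibited 1x PFK enzyme wells and -100% = no-enzyme wells; nearly all actives have a fitted effect of over 60% in size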
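ADP-Glo luminescence quantified ADP after 45 min at room temperature, with 1.25 nM T. brucei PFK, 0.1 mM ATP and 0.5 mM fructose-6-phosphate in pH 8.0 TEA buffer. qHTS titrations up to 57 µM; curves classified by quality.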
A-T KAP1 phos – candidate therapy for ataxia-telangiectasia; […] A-T fibroblasts, KAP-1 phosphorylation AlphaLISA; neocarzinostatin DNA damage 30 min before lysis; Potency, µM (top dose mostly 57.5 µM), without a hit: at the top dose activation, most hits filed as activators; 320,000 tested, 0.19% active; note: potency is the fitted concentration of half-maximal effect; % of control where 0% means no effect; nearly all actives have a fitted effect of over 45% in size
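ATM-like activity read as KAP-1 phosphorylation via AlphaLISA donor/acceptor antibody pairs after lysis and 6 hr at 25C. Cells were ATM-null patient fibroblasts ([…], hTERT), dosed 60 min, then exposed to the DSB inducer NCS for 30 min.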
Mito fusion act – inhibitors of mitochondrial division or activators of mitochondrial fusion; S. cerevisiae fusion-defective mutant growth rescue, CellTiterGlo 48 h; AID 485298; Potency, µM (series often up to 46.1 µM), inactives show at the highest dose growth rescue (activation), actives largely listed as activators; 320,000 tested, 0.23% active;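 note: potency is the fitted concentration of half-maximal effect; % of control where 0% means no effect; nearly all actives have a fitted effect of over 45% in size; temperature-sensitive fusion mutants such as fzo1-1 at 37 °C on non-fermentable ethanol glycerol medium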
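Temperature-sensitive fusion-defective S. cerevisiae (e.g. fzo1-1, mgm1-5) were grown with compound in YPEG medium (3% ethanol, 3% glycerol) for 48 hours at 37C. Growth rescue was measured as viability by CellTiterGlo luminescence after 10 minutes at ambient.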
ELG1 DNA repair – ELG1-dependent DNA repair inhibition. HEK293T ELG1-luciferase reporter, luminescence, 16 h; DNA damage induced by 5-fluorouridine. Potency, µM (highest dose often 46.1 µM), without a hit: top-dose activity change, negative = inhibition, hits mostly inhibitors. 330,000 tested, 2.3% active. AID 504467; note: potency is the fitted concentration of half-maximal effect; % is set by controls: 0 for no effect and ±100 for the full control effect; nearly all actives have a fitted effect of over 55% in size
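Overnight (16 hr) co-exposure of 2,000 cells/well to 5-fluorouridine and compound at 37 °C preceded detection. Luciferase was quantified via ONE-Glo luminescence; loss of signal denotes inhibition.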
Eya2 inh – inhibitors of human Eya2 phosphatase activity; recombinant Eya2, OMFP fluorescence dephosphorylation (OMFP is methylfluorescein phosphate); O00167; Potency, µM (series often up to 76.9 µM), inactives show at the highest dose activity, negative = inhibition, most hits filed as inhibitors; AID 488837; 330,000 tested, 0.006% active; note: potency is the fitted concentration of half-maximal effect; % is set by controls: 0 for no effect and ±100 for the full control effect
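Eya2 protein (added as 0.2 uM solution) was preincubated with compound for 10 min at ambient temperature in 50 mM HEPES pH 7.5, 50 mM NaCl, 5 uM MgCl2, 0.05% BSA, 1 mM DTT. OMFP (added at 50 uM) then reacted 10 min; fluorescence read at 485/525 nm.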
Active calls of the source: *; ? = inconclusive; . = not tested or not shown; [ ] = another dose, or the depositor's remark. Unless noted, calls come from the whole dose curve; as a rule, active = well fitted curve in the direction sought with a large enough effect; inconclusive = small, poorly fitted or top-dose-only effect, or another doubt; inactive = no such curve, though single readings can be large; an effect the other way counts as inactive or inconclusive. Outcome played no part in choosing rows. About 3.2% of those tested had a hit in this group.

The line under a structure holds: S-ASM inh, TSG101-PTAP inh, BCR signal inh, TSHR antag, Integrin act MD, TCR activator, Tb PFK block, A-T KAP1 phos, Mito fusion act, ELG1 DNA repair, Eya2 inh
1: COc1ccc(Cc2nnc(Nc3ccc4c(c3)OCCO4)[nH]c2=O)cc1
 : -2%, -4%, 9%, 2, -24%, 4%, 3%, -1%, -2%, -4%, -1%
2: COc1ccc(NC(=O)Nc2c[nH]c(=O)[nH]c2=O)cc1OC
 : 5%, -2%, 3%, -6, 20%, 3%, -5%, -4%, -3%, 5%, 2%
3: CCc1ccccc1NC(=O)CN1CCN(C(=O)c2cccc(-n3cnnn3)c2)CC1
 : 3%, 2%, 4%, 26, -2%, ., 5%, -1%, -3%, 0%, -9%
4: O=C(COC(=O)C1COc2ccccc2O1)NC1CCS(=O)(=O)C1 (stereo not given)
 : 0%, -6%, 19%, 14, -13%, -4%, -1%, 1%, -4%, -4%, 7%
5: O=C(CSc1nnc(C2CCCCC2)n1-c1ccccc1)NCc1ccco1
 : 1%, 1%, 10%, -13, -21%, 0%, 2%, 2%, 2%, -5%, 4%
6: Cc1cc(N2CCN(C)CC2)n2nc(-c3ccc(Cl)cc3)nc2n1
 : 6%, -3%, ?, -18, 18%, 8%, 1%, 2%, -1%, -11%, -16%
7: O=[N+]([O-])c1cccc(N/N=C/c2cc([N+](=O)[O-])ccc2O)c1
 : -14%, -2%, ?, -25, 17%, 11%, -2%, -10%, 11%, ?, 0%
8: COc1ccc(-c2noc(C3CCCN(C(=O)Nc4ccccc4)C3)n2)cc1 (stereo not given)
 : -5%, -6%, ?, 9, -31%, 3%, 2%, 7%, -2%, 16%, -13%
9: COc1ccc(/C=N/Nc2cc(C)nc(N3CCOCC3)n2)cc1
 : 2%, -5%, 5%, 5, 20%, 4%, 6%, ?, -3%, ?, -8%
10: Cc1ccc(S(=O)CCNC(=O)Cc2ccccc2)cc1 (stereo not given)
 : 0%, 0%, 0%, -4, 12%, -4%, 2%, 0%, 12%, 5%, 2%
11: O=C(COc1ccc(-n2cnnn2)cc1)N1CCN(c2ccc(F)cc2)CC1
 : 4%, -7%, 4%, 0, 4%, -2%, 2%, 5%, 8%, ?, 5%
12: O=C(Nc1ccc(S(=O)(=O)N2CCCC2)cc1)c1ccc([N+](=O)[O-])cc1
 : 0%, -4%, 0%, -4, -8%, 3%, -9%, 6%, 9%, 9.2µM*, 4%
13: O=C(CSc1nnc(-c2ccccc2Cl)o1)Oc1ccc(Br)cc1
 : -9%, -3%, 0%, -1, -1%, 3%[46.1 µM], -13%, -2%, 0%, ?, 1%
14: COc1ccc(OC)c(CNC(=O)CCCn2ccc3cc(S(=O)(=O)N4CCCC4)ccc32)c1
 : -2%, -2%, -1%, -20, 19%, -1%, -2%, -3%, -2%, -7%, 0%
15: Cc1onc(-c2ccccc2Cl)c1C(=O)OCC(=O)Nc1cccc(S(=O)(=O)N2CCOCC2)c1
 : 1%, -4%, 0%, 10, -27%, -10%, -4%, -5%, 3%, ?, 3%
16: Cc1noc(C)c1C(=O)Nc1cccc2ncccc12
 : 2%, -1%, -6%, 5, 0%, 0%, 2%, ., 7%, -15%, -14%
17: O=c1c(Cl)c(Nc2cccc(Cl)c2)cnn1-c1nc2ccccc2s1
 : -11%, 1%, ?, -9, 11%, -1%[46.1 µM], -3%, 0%, ?, ?, 1%
18: CCOc1ccccc1-c1c2cc(O)c(=O)cc-2oc2cc(O)c(O)cc12
 : -5%, ., ?, 8, -118%[inhibitor], 6%[46.1 µM], ?, -13%, -11%, 5%, 20%
19: O=C(O)CC1(CC(=O)NCc2ccccn2)CCCCC1
 : -1%, -1%, -9%, -4, 42%, -5%, -3%, -5%, 8%, 5%, -2%
20: O=C(CCN1CCCC1)c1cccs1
 : 2%, 0%, ?, 23, -52%[inhibitor], -1%, -19%, -5%, 6%, -9%, 16%
21: CCCNC(=O)C12CCC(C)(C(=O)O1)C2(C)C (stereo not given)
 : 3%, -2%, -12%, 12, 33%, 13%, -3%, -27%, -3%, ?, 14%
22: Cc1cccc(Oc2ccc(NC(=O)C3=CC=CN4CCS(=O)(=O)N=C34)cc2)c1
 : -24%, 2%, -1%, 4, -5%, 9%, -5%, 5%, -3%, -1%, -18%
23: O=C(c1ccc(Cl)s1)N1CCN(c2ncccn2)CC1
 : 3%, -7%, 8%, -2, -9%, -8%, 5%, 6%, 2%, -6%, 3%
24: Cc1ccc(S(=O)(=O)N2CCN(C(=O)c3n[nH]c4ccccc34)CC2)cc1
 : 5%, 0%, 1%, -7, 2%, -5%, 3%, 16%, 12%, -15%, -15%
25: O=C(O)C(Cc1c[nH]c2ccccc12)NS(=O)(=O)c1ccc2ccccc2c1 (stereo not given)
 : 3%, 1%, -1%, 3, 0%, 1%[46.1 µM], 0%, -3%, -4%, -3%, 9%
26: Cc1cc(C(=O)Nc2cccnc2)no1
 : 6%, -1%, -4%, -1, 26%, -1%[46.1 µM], -5%, 3%, 1%, 3%, -20%
27: COc1cc(/C=C2/C(=N)N3C=CSC3=NC2=O)ccc1OCCOc1ccc(NC(C)=O)cc1
 : -1%, -2%, 0%, -10, -18%, 5%, 13%, 4%, 4%, -3%, -6%
28: CN(C)CCN(C(=O)c1ccccc1Cl)c1nc2c(Cl)cccc2s1
 : -8%, 0%, ?, 24, -12%, -3%[46.1 µM], -1%, -2%, 1%, -3%, 2%
29: O=C(N/N=C/c1cn[nH]c1-c1ccccc1)c1ccco1
 : -1%, -3%, ?, -9, -9%, 4%, 1%, 2%, 0%, 11%, -7%
30: CCCS(=O)(=O)N1CCN(Cc2ccc3c(c2)c2ccccc2n3CC)CC1
 : -5%, -1%, -8%, 0, -45%[inhibitor], -2%[46.1 µM], -3%, -10%, 4%, ?, -12%
31: O=S(=O)(c1ccc(Cl)cc1)N1CCCC1c1nc2ccccc2s1 (stereo not given)
 : -12%, 1%, 0%, -21, ?, ., 1%, 5%, 2%, -13%, -3%
32: O=C(Nc1ccc([N+](=O)[O-])cn1)C1CC1
 : -1%, 0%, ?, 9, 10%, 2%[46.1 µM], -5%, -11%, 3%, 18%, 6%
33: CCN(CC)c1ccc(CC(=O)NC(C)Cc2ccccc2)cc1 (stereo not given)
 : 3%, -2%, -11%, -6, 10%, 0%, 0%, 2%, 6%, -4%, -12%
34: CCc1cc(-c2nc(N)ncc2-c2csc(C)n2)c(O)cc1OC
 : -3%, -4%, 2%, -2, -17%, 2%, -5%, -3%, 0%, -5%, -6%

Copied from the list:
A-T KAP1 phos, `O=S(=O)(c1ccc(Cl)cc1)N1CCCC1c1nc2ccccc2s1` (stereo not given) reads 5%
Integrin act MD, `CCc1cc(-c2nc(N)ncc2-c2csc(C)n2)c(O)cc1OC` reads -17%
TSG101-PTAP inh, `CCN(CC)c1ccc(CC(=O)NC(C)Cc2ccccc2)cc1` (stereo not given) reads -2%

Gathered by group: those above containing a furan ring, fused or not.
The line under a structure holds: S-ASM inh, TSG101-PTAP inh, BCR signal inh, TSHR antag, Integrin act MD, TCR activator, Tb PFK block, A-T KAP1 phos, Mito fusion act, ELG1 DNA repair, Eya2 inh
5: O=C(CSc1nnc(C2CCCCC2)n1-c1ccccc1)NCc1ccco1
 : 1%, 1%, 10%, -13, -21%, 0%, 2%, 2%, 2%, -5%, 4%
29: O=C(N/N=C/c1cn[nH]c1-c1ccccc1)c1ccco1
 : -1%, -3%, ?, -9, -9%, 4%, 1%, 2%, 0%, 11%, -7%
